Screening data (PubChem)
LGR2 antag: inhibitors of bursicon-induced Drosophila LGR2 receptor cAMP signaling; HEK293 LGR2, CRE-luciferase, bursicon-stimulated, 4 h; inhibition, % at 9.99 µM; 380,000 compounds, 0.35% hits; AID 720647;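 active means drop in luminescence signal, shown as inhibition above about 50% in the replicate tests, limit read from the data, passing the limit was not always enough; inconclusive means probably only some replicates passing the limit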;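 further: agonist challenge used bursicon conditioned medium at about half maximal strength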
EWS-Fli inh: EWS/Fli transcriptional activity inhibition; A673 NR0B1-luciferase reporter, viability-normalised; AID 651661; 350,000 compounds, 0.67% hits; inhibition, % at 12.6 µM;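 active means mean inhibition of at least 50% after viability correction, with every replicate also passing that limit; inconclusive means mean reaches 50% but only one of two replicates passes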;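 further: firefly luciferase signal divided by Alamar Blue viability fluorescence both relative to DMSO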
PAX8 reporter: lowers PAX8-driven luciferase in RMG-I cells; inhibition, % at 12.6 µM; RMG-I TPO-luciferase reporter, SteadyGlo, 24 h; 360,000 compounds, 1.2% hits;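 active means mean replicate inhibition at least 60% with every replicate also reaching 60%; inconclusive means only one of the two criteria is met; inactive means mean below 60% and not all replicates reaching 60%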;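 further: luciferase light reporting Pax8 driven TPO promoter activity; plate controls were median of neutral control wells for no effect and mitoxantrone controls for full effect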
S100A4 inh HTS: inhibitors of human S100A4 binding to myosin IIA peptide; inhibition, % at 10.7 µM; 360,000 compounds, 0.14% hits; P26447; S100A4/TAMRA-MyoIIA peptide fluorescence polarization;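 active means mean inhibition of at least 70% across replicates, with every replicate also reaching that level; inconclusive means mean inhibition reaches 70% but some replicates fall short; inactive means mean inhibition below 70%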
Target sequence (P26447 whole entry, looked up): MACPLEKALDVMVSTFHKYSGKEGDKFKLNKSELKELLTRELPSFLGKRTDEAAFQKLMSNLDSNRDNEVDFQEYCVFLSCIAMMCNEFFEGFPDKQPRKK
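Test system – S100A4 monomer (human) · Compound – single-point compound testing · Schedule – 5 min incubation before reading · Probe or stimulus – TAMRA-labelled myosin IIA heavy-chain peptide probe, 5 nM · Benchmarks – neutral control DMSO, positive control TFP · Medium – Calcium-containing HEPES buffer, pH 7.2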
FN deposit inh: fibronectin deposition inhibition; AH1F fibroblasts, Alexa488-fibronectin deposition fluorescence, overnight; inhibition, % at 12.6 µM; 350,000 compounds, 0.086% hits; AID 743247;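 active means mean inhibition across replicates of 30% or more, regardless of how many single replicates reach that level; inconclusive means mean under 30% yet at least half of replicates reach 30%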;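 further: positive control wells lacked labelled fibronectin entirely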
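Measured by – fluorescence 485/525 nm · System – AH1F fibroblast monolayer, labelled fibronectin deposition · Amount – 10000 cells per well · Buffer or medium – serum-reduced DMEM (2% serum) · Doses – single dose, pinned · Also added – fluorescent fibronectin at 24 nM final · Schedule – 1 h cell attachment, overnight exposure to compound and label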
ERAP1 inh: inhibitors of human ERAP1 aminopeptidase; recombinant ERAP1, Leu-AMC fluorescence, 60 min; inhibition, % at 10.7 µM; 340,000 compounds, 0.15% hits;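 active means mean replicate inhibition of at least 30%, or all replicates individually reaching that 30% level; inactive means mean below 30% and not every replicate reaching it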;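 further: 0% = neutral control wells and 100% = L-leucinethiol positive control wells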
Target sequence (Q9NZ08 whole entry, looked up): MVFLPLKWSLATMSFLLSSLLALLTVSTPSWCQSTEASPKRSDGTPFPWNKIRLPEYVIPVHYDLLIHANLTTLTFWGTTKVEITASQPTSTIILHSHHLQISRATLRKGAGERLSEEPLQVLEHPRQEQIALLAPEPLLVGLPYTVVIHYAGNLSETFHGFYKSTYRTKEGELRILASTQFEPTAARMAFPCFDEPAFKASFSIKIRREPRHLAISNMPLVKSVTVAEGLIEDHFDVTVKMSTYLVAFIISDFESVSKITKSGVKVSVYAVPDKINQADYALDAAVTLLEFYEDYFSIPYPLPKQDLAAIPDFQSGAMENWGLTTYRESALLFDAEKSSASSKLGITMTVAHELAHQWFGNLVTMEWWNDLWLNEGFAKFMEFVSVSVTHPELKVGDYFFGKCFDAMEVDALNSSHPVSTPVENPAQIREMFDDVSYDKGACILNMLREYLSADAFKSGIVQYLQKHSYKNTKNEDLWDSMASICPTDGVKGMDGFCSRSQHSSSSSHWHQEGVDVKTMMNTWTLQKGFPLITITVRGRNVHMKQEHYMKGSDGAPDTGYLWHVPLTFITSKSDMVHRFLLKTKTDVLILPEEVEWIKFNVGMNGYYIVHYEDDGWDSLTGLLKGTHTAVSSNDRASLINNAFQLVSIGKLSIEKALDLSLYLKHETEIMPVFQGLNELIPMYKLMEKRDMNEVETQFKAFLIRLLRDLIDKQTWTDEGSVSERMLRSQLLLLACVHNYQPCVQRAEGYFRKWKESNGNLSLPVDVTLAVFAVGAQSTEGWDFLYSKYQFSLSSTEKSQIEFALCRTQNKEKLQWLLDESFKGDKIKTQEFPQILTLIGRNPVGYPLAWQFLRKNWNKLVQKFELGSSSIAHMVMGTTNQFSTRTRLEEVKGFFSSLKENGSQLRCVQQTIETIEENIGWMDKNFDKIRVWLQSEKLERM
PglD inh: PglD (C. jejuni) enzyme inhibition. 360,000 compounds, 0.098% hits. purified PglD enzyme, DTNB colorimetric CoA detection. inhibition, % at 12.5 µM; in the data active means inhibition above about 16%, passing the limit was not always enough; inconclusive means no clear call, values can overlap the other calls; further: strong numbers were not always called active
PGC1a acetyl inh: modulators of PGC1a acetylation | U2OS PGC1a acetylation, AlphaScreen anti-acetyl-lysine; with virally co-expressed GCN5 acetyltransferase | AID 651687 | 350,000 compounds, 0.17% hits | inhibition, % at 15.6 µM;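 active means every replicate shows inhibition of at least 40%; inconclusive means mean inhibition at least 40% but some replicate below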;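 further: 0% = neutral control wells and 100% = positive control wells; some results beyond the cut were filed as inactive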
* marks the source's active call; other numbers are inactive results; ? = inconclusive; nt = not tested or not shown.

SMILES	LGR2 antag	EWS-Fli inh	PAX8 reporter	S100A4 inh HTS	FN deposit inh	ERAP1 inh	PglD inh	PGC1a acetyl inh
COc1ccc(NC(=O)N(C)C[C@@H]2Oc3c(NC(=O)Nc4c(C)noc4C)cccc3C(=O)N([C@H](C)CO)C[C@@H]2C)cc1	-8.2	-1.5	nt	9.8	nt	2.6	-0.3	-0.9
CC(C)(C)SCCNC(=O)CSCc1ccc([N+](=O)[O-])cc1	nt	nt	-2.5	nt	7.2	nt	2.9	-17.4
O=C(NN1CC(C(=O)OCc2ccc(Cl)cc2Cl)CC1=O)c1ccccc1 (centres undefined)	3.7	nt	-4.8	0.5	nt	0.8	-6.0	nt
Cc1ccc(Cl)cc1N1CCN(S(=O)(=O)c2c(C)[nH]c(C)c2C(=O)N2CCCCC2)CC1	15.6	13.1	6.8	-6.1	-8.4	1.4	-0.4	nt
COc1ccccc1C(=O)NC(CCSC)C(=O)NCCCSc1ccccc1 (centres undefined)	-3.1	-5.0	12.6	-0.3	5.9	-0.6	nt	nt
O=C(O)c1cccc(NC(=O)c2cc(S(=O)(=O)N3CCOCC3)cs2)c1	25.3	0.0	4.8	-3.2	-9.1	0.2	nt	0.4
Cc1ccc(C(=O)N2N=C(c3ccccc3O)CC2c2ccccc2)cc1 (centres undefined)	-9.3	-0.5	-39.6	9.6	9.4	0.4	nt	nt
COc1ccc(C)cc1Nc1c2c(nc3ccccc13)CCC2	-5.7	53.4*	47.2	-0.8	1.5	-2.0	nt	nt
CCOc1ccc(C(NC(=O)/C=C/c2ccco2)c2ccc(OC)c(OC)c2)cc1 (centres undefined)	-1.0	nt	-12.7	-10.8	-11.6	-0.9	-3.9	nt
COc1ccc(Cc2nnc(SCC(=O)N3CCCCC3)o2)cc1	7.8	18.0	-7.1	-5.8	9.7	0.0	nt	nt
Cc1cc(Cl)ccc1OCC(=O)Nn1c(C)ccc1C	nt	nt	5.8	nt	2.2	nt	1.2	2.4
COc1ccc2c3c(n(C)c2c1)[C@@H](CO)N(C(=O)c1ccc(F)cc1)CC31CCN(C)CC1	13.7	-0.6	nt	-19.1	6.7	-1.1	nt	-4.6
Cc1c(C(=O)NCc2ccco2)oc2ccccc12	-9.6	-9.3	6.8	-0.8	1.4	-0.3	-1.5	nt
Cc1cc(C(=O)CSc2nnc(NCc3ccccc3)s2)c(C)n1C	nt	nt	8.1	nt	-1.8	nt	1.9	-23.8
CC(=O)Nc1cccc(Oc2nc(C(F)(F)F)nc3ccccc23)c1	-0.5	5.0	-7.3	-30.4	0.5	0.2	-4.5	-4.7
CC1(C)CC(NC(=O)Cc2ccc(Cl)cc2)CC(C)(C)N1	0.7	15.5	16.6	3.9	-1.0	0.0	1.7	1.3
CN(C)S(=O)(=O)c1ccc(=S)[nH]c1	7.0	2.2	12.3	3.2	5.6	-0.8	nt	nt
Cc1ccc(-n2nnc3c(=O)n(CC(=O)NCC4CCCO4)cnc32)cc1 (centres undefined)	-12.5	nt	nt	nt	-1.7	nt	2.2	-3.0
O=C(c1ccc(OC2CCN(C/C=C/c3ccccc3)CC2)cc1)N1CCCCC1	18.0	24.7	nt	-4.4	2.3	0.5	3.4	nt
COCC(=O)N1C[C@H](C)[C@@H](OC)CN(C)C(=O)c2cc(NC(=O)NC(C)C)ccc2OC[C@H]1C	10.6	5.2	-2.0	-4.2	6.9	1.4	2.7	-6.5
CN1C(=O)c2cc(NC(=O)C3CCOCC3)ccc2OC[C@H]2O[C@@H](CC(=O)NCCc3ccncc3)CC[C@H]21	-14.1	3.4	-7.0	0.6	-9.1	1.0	1.7	nt
O=C(CN1CCCCCC1)N/N=C/c1ccc2ccccc2c1	3.9	-4.1	-3.6	1.6	2.4	-2.9	9.6	-0.1
COc1ccc(C(=O)Nc2c(C(C)(C)C)nn(C)c2C(C)(C)C)cc1	nt	10.9	0.0	-14.7	0.9	nt	4.8	6.8
Cc1ccc(S(=O)(=O)N2CCN(C(C)C(=O)NCC(C)c3ccccc3)CC2)cc1 (centres undefined)	-10.5	2.6	17.4	-3.1	nt	-0.7	-2.6	-13.2
Cc1cccc(NC(=O)CCc2ccc(N3C(N)=NC(N)=NC3(C)C)cc2)c1	9.0	?	65.5*	-3.5	nt	-4.5	nt	nt
O=C(CCc1ccc(O)c(O)c1)N/N=C/c1ccc2c(c1)OCO2	0.9	nt	12.4	1.6	nt	3.1	-1.8	0.0
COc1cccc(S(=O)(=O)N(C)C[C@H]2Oc3ncc(C#CCN(C)C)cc3C(=O)N([C@@H](C)CO)C[C@@H]2C)c1	-10.0	-5.2	nt	2.2	nt	-3.0	-1.8	8.3
C/C(CCC(C)C)=N\Nc1ccc(S(N)(=O)=O)cc1[N+](=O)[O-]	-1.5	15.3	-0.4	3.1	1.5	7.6	nt	11.6
Cc1csc(=O)n1CC(=O)OCC(=O)NNC(=O)c1ccccc1	-9.7	nt	3.3	4.9	3.7	-2.2	-2.1	nt
O=C(CCS(=O)(=O)c1ccccc1)Nc1ccc2c(c1)OCO2	nt	-36.7	-123.1	-4.2	-4.6	2.2	nt	nt
FC(F)(F)c1cc(-c2ccc3c(c2)OCO3)nc(NCc2ccco2)n1	nt	nt	6.1	nt	2.6	nt	2.2	-8.2
Cc1ccc(C)c(N(CC(=O)NC2CCCCC2)C(=O)c2snc(C(N)=O)c2N)c1	4.3	11.0	-9.4	-3.7	2.6	-0.4	6.9	-0.3
CC[C@@]1(C(=O)OC)N[C@H](CN(C)C(C)=O)[C@@H]2C(=O)N(C)C(=O)[C@@H]21	nt	5.7	-23.0	-2.2	11.8	-5.0	1.9	nt
COc1cccc(/C=C2\SC(=S)N(NC(=O)c3ccncc3)C2=O)c1	18.0	1.8	6.0	4.0	11.1	1.7	0.6	3.0
O=C(Nc1c(Cl)cccc1Cl)Oc1cccc2cccnc12	4.3	26.2	73.3*	4.1	-1.2	-0.6	nt	nt
CN1C(=O)c2cc(NC(=O)C3CCCCC3)ccc2OC[C@@H]2O[C@@H](CC(=O)NCC3CCCCC3)CC[C@H]21	-8.1	-2.5	14.5	1.8	-9.6	2.3	nt	nt
O=C(c1ccc2c(=O)n3c(nc2c1)CCC3)N1CCCSC1=Nc1ccccc1	6.1	-1.5	-3.2	8.7	nt	1.9	-3.7	-0.1
O=C(c1ccncc1)N1CC[C@@H]2[C@@H](CO)Nc3ccc(C4=CCCCC4)cc3[C@@H]21	4.4	-2.0	-22.7	3.8	-8.5	2.3	-3.8	18.1
O=C(COC(=O)c1cc(S(=O)(=O)N2CCOCC2)ccc1O)NCc1ccc2c(c1)OCO2	13.2	0.1	-3.1	-3.7	-1.0	-0.9	3.9	nt
CCn1c2ccccc2c2cc(CNCc3ccc(OC)cc3OC)ccc21	102.1*	38.1	18.3	-1.6	2.6	7.8	nt	nt
C[C@@H]1CN([C@@H](C)CO)C(=O)Cc2cc(NC(=O)C3CC3)ccc2O[C@@H]1CN(C)S(=O)(=O)c1ccc(F)cc1	-14.7	-6.4	nt	-0.4	nt	0.2	7.1	4.0
CS(=O)(=O)N1CCC(C(=O)NNC(=O)Nc2ccc(F)c(Cl)c2)CC1	-2.5	nt	15.3	-5.8	nt	-4.6	2.9	nt
CCCNC(=O)N1[C@H](CO)[C@@H](c2ccccc2-c2ccc(F)cc2)[C@@H]1C#N	8.6	-5.8	-1.1	3.9	0.6	-0.9	nt	-10.6
CCCc1ccc(OCCNC(=O)CC)cc1	2.2	-6.0	nt	-8.1	nt	0.2	-1.9	3.6
COc1cccc(/C=N/n2c(=O)[nH]c3ccccc32)c1OC	-41.7	nt	-82.8	nt	2.1	nt	4.1	-11.7
O=c1[nH]nc(-c2ccc(F)cc2)cc1-c1ccccc1	-19.9	1.4	0.4	4.6	-15.1	1.9	-5.4	6.6
CCCCn1c(NCc2ccc(N(C)C)cc2)nc2ccccc21	-9.2	1.4	-4.5	0.1	-6.3	nt	-3.1	1.7
Cc1ccc(C(=O)OCC(=O)NN2C(=O)NC3(CCC(C)CC3)C2=O)cc1 (centres undefined)	3.7	-1.0	-7.8	1.3	-6.4	-4.7	-1.7	-0.9
CCOC(=O)c1c(C)[nH]c(C)c1S(=O)(=O)NCCCN1CCOCC1	-8.4	2.5	5.8	-4.8	6.1	-0.4	nt	-11.0
Cc1cccc(C)c1NC(=O)Nc1nnc([C@H]2C[C@H](O)[C@@H](CO)O2)s1	0.7	2.4	13.0	-9.0	5.0	0.8	-8.1	-8.1
COc1ccc(C(O)c2nc(-c3ccc(Cl)cc3)cs2)cc1 (centres undefined)	-23.7	-0.4	-25.8	-0.2	2.7	-5.8	-0.5	-7.3
O=C(C1=C[C@H](c2ccc(C(F)(F)F)cc2)C[C@H](OCCCCO)O1)N1CCOCC1	0.2	-5.6	1.9	-0.5	6.6	0.8	3.0	-0.5
C[C@H]1CN([C@@H](C)CO)C(=O)Cc2cc(N(C)C)ccc2O[C@@H]1CN(C)C(=O)NC1CCCCC1	-7.0	10.7	-14.2	-3.9	3.5	1.2	-4.6	3.4
O=C(Nc1ccc(CN2CCOCC2)cc1)c1ccc(-c2cccc([N+](=O)[O-])c2)o1	-20.0	-29.7	-0.5	-4.1	-1.6	2.9	-4.1	-9.1
O=C(Nc1ccc(Cl)cc1)N[C@@H]1CC[C@H](CCn2cc(C3(O)CCCC3)nn2)O[C@@H]1CO	-1.3	1.4	8.7	-3.8	nt	1.4	-0.6	-4.3
CC(C)N(C)c1ncnc2c1ncn2[C@H]1CN(Cc2ccncc2)C[C@@H](CO)O1	-15.1	4.1	-16.5	-4.4	5.2	-6.6	-3.9	-9.0
COc1ccc(CNC(=O)COC(=O)CCOc2ccc(C)cc2)cc1	-3.4	-6.4	-6.5	-1.6	-8.5	-4.3	-2.4	nt
COc1ccc(S(=O)(=O)Nc2ccc3c(c2)C(=O)N([C@H](C)CO)C[C@H](C)[C@@H](CN(C)C(=O)Nc2ccc(C(F)(F)F)cc2)OCCCC[C@@H](C)O3)cc1	13.4	-0.1	5.3	8.0	-12.4	-1.0	-2.2	-6.0
COc1ccc(S(=O)(=O)Nc2ccc3c(c2)C(=O)N([C@H](C)CO)C[C@@H](C)[C@H](CN(C)C(=O)Nc2ccc(C(F)(F)F)cc2)OCCCC[C@@H](C)O3)cc1	16.8	7.2	61.9*	18.5	-12.6	-3.2	-4.9	?

Three consecutive records already listed:
SMILES	LGR2 antag	EWS-Fli inh	PAX8 reporter	S100A4 inh HTS	FN deposit inh	ERAP1 inh	PglD inh	PGC1a acetyl inh
COc1ccc(NC(=O)N(C)C[C@@H]2Oc3c(NC(=O)Nc4c(C)noc4C)cccc3C(=O)N([C@H](C)CO)C[C@@H]2C)cc1	-8.2	-1.5	nt	9.8	nt	2.6	-0.3	-0.9
CC(C)(C)SCCNC(=O)CSCc1ccc([N+](=O)[O-])cc1	nt	nt	-2.5	nt	7.2	nt	2.9	-17.4
O=C(NN1CC(C(=O)OCc2ccc(Cl)cc2Cl)CC1=O)c1ccccc1 (centres undefined)	3.7	nt	-4.8	0.5	nt	0.8	-6.0	nt
